Bioassay records (PubChem)
PLK1 PBD inh: inhibitors of human PLK1 polo-box domain binding. P53350. Plk1 PBD binding of FITC phosphopeptide, fluorescence polarization. Potency, µM, for the others: max response, negative = inhibition, actives largely listed as inhibitors. actives 2.8% (n = 360,000). AID 720504; note: potency is the fitted concentration of half-maximal effect; series mostly up to about 57 µM; % is set by controls: 0 for no effect and ±100 for the full control effect; nearly all actives have a fitted effect of over 65% in size
Target sequence (P53350 whole entry, looked up, the tested form may be a part): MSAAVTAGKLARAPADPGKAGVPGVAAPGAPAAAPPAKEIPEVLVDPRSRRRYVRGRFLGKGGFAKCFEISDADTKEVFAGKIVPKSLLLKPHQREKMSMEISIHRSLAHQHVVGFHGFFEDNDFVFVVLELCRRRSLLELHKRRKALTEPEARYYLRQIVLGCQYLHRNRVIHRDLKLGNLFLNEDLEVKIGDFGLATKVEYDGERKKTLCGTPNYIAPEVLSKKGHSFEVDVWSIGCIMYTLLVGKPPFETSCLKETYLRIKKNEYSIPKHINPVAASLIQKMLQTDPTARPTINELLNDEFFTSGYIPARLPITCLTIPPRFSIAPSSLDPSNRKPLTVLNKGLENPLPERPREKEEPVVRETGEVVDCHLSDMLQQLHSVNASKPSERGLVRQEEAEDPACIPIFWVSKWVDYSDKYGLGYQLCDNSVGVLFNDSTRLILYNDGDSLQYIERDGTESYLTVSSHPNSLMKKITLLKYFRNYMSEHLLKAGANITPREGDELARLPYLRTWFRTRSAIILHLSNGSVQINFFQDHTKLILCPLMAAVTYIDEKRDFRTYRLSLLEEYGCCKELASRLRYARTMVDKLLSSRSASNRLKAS
PI5P4K alpha inh: inhibitors of human PI5P4K alpha; P48426; PI5P4Kalpha enzyme, ADP-Glo luminescence, 60 min; active compounds read low; max response, %; actives 1.2% (n = 330,000); AID 652105; active = max response of -50% or lower; inconclusive = between -30% and -50%; inactive = -30% or higher; note: value at the top dose of about 77 µM; % is set by controls: 0 for no effect and ±100 for the full control effect
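Compounds were pin-transferred onto PI5P4Kalpha and substrate in HEPES pH 7.4 buffer with EGTA, CHAPS and 5% DMSO. ATP (5 microM final) started the reaction, which ran 60 minutes at room temperature before ADP-Glo detection.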
EPAC1 agonist: EPAC1 (human) agonism; O95398; EPAC1 agonist qHTS, biochemical assay; response scale: 100% = response to 6.5 mM cAMP; AID 720707; Potency, µM (top dose mostly 154 µM), for the others: at the highest dose activation, actives largely listed as activators; actives 0.073% (n = 360,000); note: potency is the fitted concentration of half-maximal effect; nearly all actives have a fitted effect of over 60% in size
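Normalized to 6.5 mM cAMP, activity reflects EPAC1-catalysed release of BODIPY-GDP from Rap1B, followed kinetically over 30 min at 480 nm excitation, 540 nm emission. Reaction contained 100 nM EPAC1, 250 nM Rap1B-BODIPY-GDP, 50 uM GDP.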
GLP-1R inv ag: inverse agonists of human GLP-1 receptor; HEK293 GLP-1R CRE-luciferase, luminescence, 24 h; GLP-1R form is constitutively active; Potency, µM (series often up to 38.3 µM), inactives show top-dose activity change, negative = inhibition, most hits filed as inhibitors; actives 1.6% (n = 410,000); P43220; note: potency is the fitted concentration of half-maximal effect; % is set by controls: 0 for no effect and ±100 for the full control effect; nearly all actives have a fitted effect of over 55% in size
Target sequence (P43220 whole entry, looked up): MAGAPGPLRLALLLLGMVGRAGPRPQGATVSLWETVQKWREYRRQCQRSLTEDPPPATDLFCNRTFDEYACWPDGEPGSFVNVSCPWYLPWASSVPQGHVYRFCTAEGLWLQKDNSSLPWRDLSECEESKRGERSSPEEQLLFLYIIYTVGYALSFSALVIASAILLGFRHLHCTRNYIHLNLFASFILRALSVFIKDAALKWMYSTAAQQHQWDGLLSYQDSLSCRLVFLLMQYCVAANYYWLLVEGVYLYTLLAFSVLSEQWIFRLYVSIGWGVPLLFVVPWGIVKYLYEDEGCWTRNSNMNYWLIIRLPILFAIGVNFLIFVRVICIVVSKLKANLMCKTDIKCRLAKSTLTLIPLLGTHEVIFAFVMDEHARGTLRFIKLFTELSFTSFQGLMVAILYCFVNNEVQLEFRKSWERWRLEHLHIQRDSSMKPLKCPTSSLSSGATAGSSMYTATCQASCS
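HEK293 cells stably co-expressing a cAMP-responsive luciferase reporter and constitutively active GLP-1R were seeded, incubated 12 h, then exposed to compounds for 24 h at 37 C. Luminescence was read 12 min after detection reagent; inverse agonists lower signal.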
PTHR1 agonist: activates the human parathyroid hormone receptor PTHR1; Q03431; HEK293 GP2 PTHR1 cells, GloSensor cAMP luminescence, 1 h; Potency, µM (doses to about 115 µM), without a hit: top-dose activation, hits mostly activators; actives 0.075% (n = 410,000); AID 743266; note: potency is the fitted concentration of half-maximal effect; nearly all actives have a fitted effect of over 55% in size; some results filed as inactive show a strong effect at the top dose; inactives centre near -15; many of its hits are not listed in these tables
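HEK-293-derived GP2 cells expressing PTHR1 and a GloSensor cAMP reporter, 3,000/well, plated overnight, given luciferin plus IBMX (each 0.5 mM as added) for 1 h at 37 °C, then compound for 1 h at 37 °C. Luminescence was read after 15 min at room temperature.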
EPAC1 antagonist: antagonists of human EPAC1. O95398. EPAC1 GEF assay, Rap1b-BODIPY-GDP exchange fluorescence. Potency, µM (titrated, usually from 115 µM), for inactives: at the highest dose activity change, negative = inhibition, hits mostly inhibitors. actives 0.14% (n = 360,000). AID 720709;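 note: potency is the fitted concentration of half-maximal effect; plate controls were vehicle for no effect and positive control for full effect; nearly all actives have a fitted effect of over 50% in size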
GLP1R cytotox: cytotoxicity counter-screen for GLP-1 receptor inverse agonists. HEK293 cAMP-luciferase reporter cells, luminescence, 24 h. Potency, µM (highest dose often 38.3 µM), for inactives: at the top dose activity change, negative = inhibition, most hits filed as inhibitors. actives 0.13% (n = 410,000). AID 624418;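 note: loss of luciferase light is scored as toxicity; potency is the fitted concentration of half-maximal effect; % is set by controls: 0 for no effect and ±100 for the full control effect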
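A 23 nL compound transfer followed 12 hours of cell culture at 37 deg C; exposure then lasted 24 hr. Luciferase assay detection reagent was dispensed and plates read for luminescence after a 12 min room-temperature wait.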
IL2 activator: IL-2 activation | IL-2 activation reporter assay, cell-based qHTS; stimulated with anti-CD3/CD4/CD28 beads; in transgenic mouse T cells | activation, % (series mostly up to about 46 µM) | actives 0.065% (n = 360,000) | AID 652025; in the data active = activation above about 50%; inconclusive = mostly about 30% to 49%; note: 0% is about no effect
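Quantitative HTS in unstimulated transgenic mouse T cells, with memory T cells as non-tolerant control and PMA/ionomycin as tolerance-bypass control. Compound pretreatment lasted 60 minutes before 18 h bead stimulation; EGFP/DsRed fluorescence read.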
GLP-1R agonist: activates the human GLP-1 receptor; P43220; HEK293 GLP-1R CRE-luciferase, luminescence, 4-6 h; cells express a hypersensitive GLP-1R form; Potency, µM (top dose mostly 45.6 µM), without a hit: at the highest dose activation, most hits filed as activators; actives 0.007% (n = 380,000); AID 624172; note: potency is the fitted concentration of half-maximal effect; % of control where 0% means no effect
Starred values were filed as active, the others as inactive; i = inactive; ? = inconclusive; . = not tested or not shown; [ ] = another dose, or the depositor's remark. Unless noted, calls come from the whole dose curve; as a rule, active = well fitted curve in the direction sought with a large enough effect; inconclusive = small, poorly fitted or top-dose-only effect, or another doubt; inactive = no such curve, though single readings can be large; an effect the other way counts as inactive or inconclusive. An excerpt. The share of hits here may be higher or lower than overall.

SMILES | PLK1 PBD inh | PI5P4K alpha inh | EPAC1 agonist | GLP-1R inv ag | PTHR1 agonist | EPAC1 antagonist | GLP1R cytotox | IL2 activator | GLP-1R agonist
Cc1cccc(C(C)C)c1NC(=O)CSc1nncn1C | 0% | . | 6% | -12% | i | -1% | -8% | 1.4 | -1%
CCN(C(=O)CSc1nc2cc(S(=O)(=O)N(CC)CC)ccc2n1CC)C1CCS(=O)(=O)C1 (stereo not drawn) | -6% | -3 | 7% | 5% | i | 10% | 1% | 0.3 | 19%
Oc1cc(Nc2ccncc2)cc2cccnc12 | . | . | -18% | . | -18% | 1% | . | -1.7 | 11%
CC(C)C(=O)Nc1nnc2n1CCS2 | . | . | . | 5% | i | . | 3% | . | -1%
CCN(CC)c1ccc2cc(C=O)c(=O)oc2c1 | 50%[activator] | -6 | 100µM* | 0% | -2%[57.5 µM] | 73%[activator] | . | 9.3 | 5%
Cc1ccc(CS(=O)(=O)c2ncc(Cl)c(C(=O)Nc3ccc(OC(F)F)cc3)n2)cc1 | 21µM* | -10 | -13% | ? | -8% | ? | -3% | -2.2 | -5%
Cc1cccc(-c2nnc3sc(-c4ccccc4C)nn23)c1 | 1% | . | 20% | ? | i | -20% | ? | -2.1 | ?
O=C(CN1C(=O)/C(=C\c2ccccc2Cl)Sc2ccccc21)NCCCN1CCOCC1 | -21% | 6 | -3% | ? | ? | -3% | -18% | -2.6 | 12%
O=C(CSc1nnc(-c2ccncc2)o1)NC1C2CC3CC(C2)CC1C3 (stereo not drawn) | 5% | 1 | -12% | -27% | i | 24% | -4%[1.53 µM] | 0.4 | -4%
CN(C)/N=C/c1cc(Cl)cc([N+](=O)[O-])c1O | -16% | -13 | -1% | -8% | i | -18% | 9% | -2.4 | 0%
Cc1cccc(-n2ccnc2SCC(=O)c2c(N)n(C3CC3)c(=O)[nH]c2=O)c1C | -2% | -2 | -6% | -11% | -4% | -4% | 3% | 0.3 | 2%
CC(=O)N1CCN(C(=O)CCNC(=O)c2ccc(Br)cc2)CC1 | 6% | -6 | 5% | 24% | -5% | -10% | 2% | 3.0 | 0%
c1ccc(CNCCCNCCCCNCCCNCc2ccccc2)cc1 | -9% | -24 | 4% | 2.8µM* | -15% | 12% | ? | -0.7 | -5%
CCCCCn1c(SC(C)C(C)=O)nc2c1c(=O)[nH]c(=O)n2C (stereo not drawn) | -6% | 7 | 6% | 77%[activator] | i | 4% | -1% | -0.9 | 12%
COc1ccc(N2CCN(C(=O)C(=O)c3cccc([N+](=O)[O-])c3)CC2)cc1 | 3% | -7 | -11% | 19% | -6% | 8% | 7% | -0.6 | .
O=C(c1ccc2c(c1)OCO2)N1CCc2ccccc21 | 1% | 3 | 8% | ? | i | 0% | 9% | -0.4 | 15%
O=C1/C(=C/c2ccc(O)cc2)SC(=S)N1Cc1cccnc1 | -10% | -4 | 15% | -1% | i | -4% | -6% | 0.1 | 2%
CCCS(=O)(=O)c1nc(S(=O)(=O)c2ccc(Cl)cc2)c(N2CCC(O)CC2)s1 | -6% | -18 | -8% | -29% | -19% | -25% | -13% | -3.3 | 1%
COc1ccc(/C=C(\C#N)C(=O)OC2CCOC2=O)cc1 (stereo not drawn) | -1% | 0 | 6% | 0% | -4% | 6% | 5% | 0.0 | 0%
COc1ccc(CNc2ncc(-c3ccccc3)n2C)c2ccccc12 | 9% | 3 | 24% | ? | -24% | -14% | ? | 0.1 | -1%
O=C(Nc1ccccc1F)Nc1cc(S(=O)(=O)N2CCOCC2)ccc1N1CCCC1 | -3% | 1 | 5% | -1%[7.66 µM] | i | 3% | -2%[7.66 µM] | -0.8 | 0%
CCC(=O)N(Cc1cc2ccc(C)cc2[nH]c1=O)c1ccccc1OC | -15% | -2 | 2% | 2% | -7% | 1% | -3% | -0.4 | 15%
CC(C)c1ccccc1NC(=O)COC(=O)CCN1C(=O)/C(=C\C=C\c2ccccc2)SC1=S | -2% | -5 | -12% | 25% | i | -13% | 0% | 0.6 | 1%
CCOc1ccc2[nH]c(=O)c(CN(CCCO)C(C)=O)cc2c1 | -3% | 1 | 0% | 5% | i | -15% | 1% | -0.2 | -13%
O=C(COC(=O)c1ccc(Br)o1)NC12CC3CC(CC(C3)C1)C2 | -3% | -6 | 5% | 11% | -11% | 8% | -7% | -1.2 | -8%
COC(=O)c1ccccc1NC(=O)CSc1nc2c(c(=O)[nH]1)CCC2 | -4% | 6 | 6% | 27% | 12% | 12% | -3% | 2.0 | -4%
CCC(C)N(C(=O)CSc1nnc(NC(C)C)s1)C1CCS(=O)(=O)C1 (stereo not drawn) | -3% | 3 | -1% | 3% | i | 0% | 5% | 0.5 | 4%
Cc1ccc2cc(C)c(SCC(=O)NCC3CCCO3)nc2c1 (stereo not drawn) | -4% | -1 | 1% | ? | i | 1% | 0% | 1.3 | 12%
CCC1SC2=NC(C)=C(C(=O)OCC(C)C)C(/C=C/c3ccccc3OC)N2C1=O (stereo not drawn) | -6% | . | 6% | 7.9µM* | -40%[inhibitor] | -8% | 7% | -3.6 | 25%
Cc1cccc2cc(CN(Cc3cccs3)S(=O)(=O)c3ccc4c(c3)OCCO4)c(=O)[nH]c12 | -15% | -1 | 14% | -29% | ? | ? | -1% | 0.1 | -1%

Three of the entries above in order of their number in PI5P4K alpha inh, rising.
structure | PI5P4K alpha inh
CCCS(=O)(=O)c1nc(S(=O)(=O)c2ccc(Cl)cc2)c(N2CCC(O)CC2)s1 | -18
Cc1cccc2cc(CN(Cc3cccs3)S(=O)(=O)c3ccc4c(c3)OCCO4)c(=O)[nH]c12 | -1
COc1ccc(CNc2ncc(-c3ccccc3)n2C)c2ccccc12 | 3

Next entries follow:
SMILES | PLK1 PBD inh | PI5P4K alpha inh | EPAC1 agonist | GLP-1R inv ag | PTHR1 agonist | EPAC1 antagonist | GLP1R cytotox | IL2 activator | GLP-1R agonist
O=C(Nc1ccc2nc(-c3cccs3)[nH]c2c1)c1cccs1 | 2% | 2 | 5% | 57%[activator] | -21% | -23% | -30% | -2.5 | 2%
O=C(CSc1nnc(CNC(=O)c2ccccc2)o1)NCc1ccccc1Cl | -2% | -4 | 0% | 4% | -6% | 12% | 17% | -3.2 | -4%
O=C(COC(=O)c1ccc2ccccc2n1)NCc1ccccc1 | 1% | 0 | 15% | 15% | -33%[inhibitor] | 3% | 4% | 0.6 | -1%
CC(=O)OC(C(=O)N1CCOCC1)c1c(F)cccc1F (stereo not drawn) | 1% | -1 | -4% | 23% | i | 10% | 3% | -2.3 | -6%
CCO[C@@H]1OC(C(=O)NCc2nc3ccccc3[nH]2)=C[C@H](c2ccccc2)[C@H]1CCCO | -18% | 4 | -19% | 6% | 11% | ? | -2% | 0.2 | 13%
COc1ccc(C(=O)n2ncc(C#N)c2N)cc1 | -1% | -19 | 5% | 22% | i | -2% | -13% | -3.2 | -1%
CC/C(=N\NC(=O)c1ccncc1)C12CC3CC(CC(C3)C1)C2 | 3% | 1 | -10% | -7% | -6%[57.5 µM] | 12% | -8% | -2.7 | -3%
CC1CCN(C(=O)COC(=O)c2ccc3c(c2)OCO3)CC1 | 6% | -5 | 3% | ? | -41%[inhibitor] | -8% | -6% | 0.6 | 0%
O=C(Cc1ccc(Cl)c(Cl)c1)NNC(=S)NCC1CCCO1 (stereo not drawn) | -29% | -1 | 12% | -18% | i | -11% | -21% | -4.6 | 2%
CC1CC(=O)N(CC(=O)NCc2ccccc2)c2ccccc2S1(=O)=O (stereo not drawn) | -2% | 11 | 22% | -12% | i | -6% | 10% | -0.2 | -1%
Cn1cc(S(=O)(=O)N2CCC(Cc3ccccc3)CC2)c(=O)n(C)c1=O | 14% | -2 | 1% | 5% | i | -3% | -1% | -2.5 | -6%
Cc1[nH]c2ccccc2c1SCC(=O)N1CCN(c2ccccc2)CC1 | -5% | -3 | -5% | ? | -47%[inhibitor] | -29% | 1% | -3.5 | 0%
O=C(O)[C@H](Cc1ccccc1)NC(=O)N1CCN(c2ccccc2)CC1 | -4% | -5 | -5% | 13% | -18% | -4% | -1% | 1.3 | -9%
CCOC(=O)c1sc(Nc2nc(C)cc(OC)n2)nc1C | -10% | -1 | 18% | 1% | -21% | 6% | -4% | 2.3 | 9%
O=C(CCN1CCCCCC1)Nc1cccc(F)c1 | -4% | -2 | 13% | -14% | i | -2% | 3% | -1.6 | -1%
COC(=O)Cc1[nH]c(=O)[nH]c1C(=O)OC | 3% | 4 | -2% | 7% | i | -7% | 2% | 4.0 | 0%
O=C(CNC(=O)c1ccc(Br)o1)NCc1ccc(F)cc1 | 1% | 0 | -17% | -24% | i | 10% | -8% | -1.8 | -1%
O=C1CSC(c2ccccn2)N1c1ccccc1F (stereo not drawn) | -11% | 0 | 11% | 23%[0.307 µM] | -13% | -6% | -10%[0.307 µM] | 1.0 | -5%
CCOC(=O)C1CCN(C(=O)Cn2c(=O)c3cccn3c3cccnc32)CC1 | -1% | -1 | 2% | 9% | -11% | -18% | 0% | -0.7 | -1%
COc1cccc(-c2cccc(NC(=O)C3CCN(C4CCC4)CC3)c2)c1 | -3% | -6 | -3% | -12% | -15% | -9% | -1% | -3.4 | 15%
CCOc1ccc(C(=O)NC2CCN(S(=O)(=O)c3ccccc3)CC2)cc1 | -8% | 4 | 4% | -30% | -10% | -16% | 0% | 0.5 | 2%
O=C(Nc1cccc(Cl)c1Cl)c1ccccc1OCC(=O)N1CCOCC1 | 0% | -4 | -5% | -12% | i | -6% | 10% | -2.0 | -4%
Cc1ccc(CNC(=O)CCCN2C(=S)NC(C)(C)CC2C)cc1 (stereo not drawn) | -20% | -2 | -7% | -15%[7.66 µM] | i | 5% | -1%[7.66 µM] | 0.3 | -1%
